# Wee1 degr inh – Wee1 degradation inhibitors, primary screen, cell-based, HeLa, Wee1K328M-luciferase, luminescence; AID 1321, 2008; reporter increase, % at 5 µM; HeLa Luc-Wee1K328M stability; 100% = proteasome inhibitor MG132 effect; actives 1.2% (n = 220,000);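 active = activation above the mean of all tested compounds plus 3 SD, set per screening run, cut at about 8.8% in these data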;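 note: cells exposed to compound for 20 h before luminescence read; 0% = DMSO alone and 100% = MG132 at 30 µM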
# FXIIa inh 1536 – human FXIIa protease inhibitors, primary screen, biochemical, 1536-well | Coagulation factor XII (Homo sapiens), P00748 | purified FXIIa, Boc-QGR-AMC fluorogenic substrate, 2 h | inhibition, % at 5 µM | actives 0.3% (n = 220,000); in the data active = inhibition above about 40%;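 note: 0% = enzyme with no compound and 100% = blank without enzyme; many of its hits are not listed in these tables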
# Runt-SMMHC FRET – inhibitors of RUNX1 Runt–CBFb-SMMHC binding, primary screen, biochemical, FRET, Cerulean-Runt, Venus-CBFb-SMMHC, uHTS. Cerulean-Runt/Venus-CBFb-SMMHC FRET ratio 530/480, 1 h. AID 1434, 2008. Runt-related transcription factor 1 (Homo sapiens) + Core-binding factor subunit beta …. actives 0.74% (n = 220,000). inhibition, % at 20 µM;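 active = mean inhibition across duplicate retests at 20 µM reaching about 50%, limit read from the data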;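 note: 0% = DMSO wells and 100% = wells with excess untagged CBFb-SMMHC; inhibitors lower the FRET ratio by blocking Runt binding to CBFb-SMMHC; some results filed as inactive read as strong as hits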
# Hck Nef HTS – inhibitors of Nef-activated human Hck kinase, primary screen, biochemical, Z-Lyte FRET, 384-well, Hck-YEEI; Recombinant Hck-YEEI plus Nef, Z-Lyte FRET kinase assay; inhibition, % at 20 µM; actives 0.68% (n = 220,000); AID 463187, 2010;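 active = Hck-Nef kinase inhibition above about 50%, limit read from the data; inactive = inhibition below that limit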;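 note: 0% = DMSO with Hck plus Nef and 100% = Hck alone without Nef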
# Target sequence (P08631 whole entry, looked up): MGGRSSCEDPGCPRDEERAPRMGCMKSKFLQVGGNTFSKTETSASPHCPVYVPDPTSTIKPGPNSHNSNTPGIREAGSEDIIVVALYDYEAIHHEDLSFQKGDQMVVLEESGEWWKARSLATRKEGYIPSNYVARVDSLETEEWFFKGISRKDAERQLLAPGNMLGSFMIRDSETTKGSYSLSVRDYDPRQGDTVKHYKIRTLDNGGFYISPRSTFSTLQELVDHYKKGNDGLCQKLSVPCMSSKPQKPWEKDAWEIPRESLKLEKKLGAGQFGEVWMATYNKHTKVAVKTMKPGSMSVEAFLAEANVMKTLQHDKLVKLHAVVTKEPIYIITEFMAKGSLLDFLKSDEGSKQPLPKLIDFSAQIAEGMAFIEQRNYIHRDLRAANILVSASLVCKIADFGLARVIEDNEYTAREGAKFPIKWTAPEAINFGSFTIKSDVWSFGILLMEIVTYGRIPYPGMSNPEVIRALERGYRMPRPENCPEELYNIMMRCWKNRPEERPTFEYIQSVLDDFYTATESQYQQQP
# KLK5 inh – human KLK5 protease inhibitors, primary screen, biochemical, 1536-well. Kallikrein-5 (Homo sapiens), Q9Y337. recombinant hK5, fluorogenic AMC substrate cleavage. inhibition, % at 5 µM. actives 0.59% (n = 210,000). AID 873, 2007;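 active = inhibition of 40% or more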;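 note: 0% = enzyme controls without compound and 100% = no-enzyme blanks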
# Target sequence (Q9Y337 67-293 limits assumed): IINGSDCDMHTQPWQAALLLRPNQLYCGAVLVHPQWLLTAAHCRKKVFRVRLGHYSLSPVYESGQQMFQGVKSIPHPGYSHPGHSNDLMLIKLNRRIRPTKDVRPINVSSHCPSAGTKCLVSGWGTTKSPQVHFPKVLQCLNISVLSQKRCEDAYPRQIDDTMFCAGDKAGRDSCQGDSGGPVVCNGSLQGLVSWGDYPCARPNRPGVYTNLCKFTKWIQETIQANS
# Runt-CBFb FRET – inhibitors of RUNX1 Runt–CBFb binding, primary screen, biochemical, FRET, Cerulean-Runt, Venus-CBFb, uHTS; Runt-related transcription factor 1 (Homo sapiens) + Core-binding factor subunit beta …; Cerulean-Runt/Venus-CBFb FRET ratio 530/480, 1 h; inhibition, % at 20 µM; actives 0.46% (n = 220,000); AID 1496, 2009;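 active = inhibition over about 50% at 20 µM in the single-dose screen, limit read from the data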;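 note: 0% = DMSO wells and 100% = excess unlabeled CBFb competitor control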
#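 Schedule: protein complex preformed 1 h, compound exposure 1 h, room temperature, dark; test system: Cerulean-labeled Runt domain protein; amount: 100 nM per protein; buffer or medium: Tris 50 mM pH 7.5, KCl, K2SO4, 0.01% BSA; read-out: loss of energy transfer signal; detection: FRET fluorescence; controls: 5 µM unlabeled CBFb as full-inhibition high control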
# thrombin 1536 – human alpha-thrombin inhibitors, primary screen, counter-screen for coagulation protease inhibitor project, biochemical, 1536-well, fluorogenic AMC substrate; inhibition, % at 5 µM; AID 1046, 2008; Prothrombin (Homo sapiens), P00734; Boc-VPR-AMC fluorogenic substrate cleavage; actives 0.26% (n = 220,000);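 active = inhibition at or above 40%; inactive = inhibition below 40%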;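 note: 0% = enzyme with no compound and 100% = wells without enzyme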
#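 Material: human alpha-thrombin protein. Incubation: reaction at ambient temperature. Technique: fluorescence of released AMC, ex 355 nm, em 460 nm. Control set: no-compound enzyme wells and no-enzyme blanks. Also added: Boc-VPR-AMC substrate, 15 µM final. Buffer or medium: pH 7.5 Tris (50 mM) with NaCl 150 mM, Tween 20 0.05%.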
# 14-3-3 Bad PPI – inhibitors of 14-3-3 zeta/Bad binding, primary screen, biochemical, TR-FRET, bovine 14-3-3 zeta | TR-FRET 14-3-3zeta/Dy647-pBad peptide displacement, 1 h | inhibition, % at 21.7 µM | actives 0.71% (n = 220,000) | AID 781, 2007;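 active = inhibition above about 70%, limit read from the data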;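 note: 0% = full 14-3-3 plus peptide FRET controls and 100% = background without 14-3-3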
# Target sequence (P63103 whole entry, looked up): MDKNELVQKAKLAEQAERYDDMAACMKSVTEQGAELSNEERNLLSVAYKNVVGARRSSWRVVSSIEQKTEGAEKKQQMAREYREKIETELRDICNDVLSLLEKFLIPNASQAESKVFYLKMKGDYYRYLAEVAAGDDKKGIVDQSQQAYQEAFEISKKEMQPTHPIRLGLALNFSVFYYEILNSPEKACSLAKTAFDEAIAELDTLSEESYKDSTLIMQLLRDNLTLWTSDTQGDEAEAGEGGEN
# FXIa inh 1536 – human FXIa protease inhibitors, primary screen, biochemical, 1536-well; actives 0.14% (n = 220,000); Coagulation factor XI (Homo sapiens), P03951; inhibition, % at 5 µM; purified FXIa, Boc-Glu-Ala-Arg-AMC fluorogenic substrate;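 active = inhibition of at least 40%; inactive = inhibition below 40%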;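 note: fluorescence of freed AMC excited at 355 nm; 0% = enzyme without compound and 100% = no enzyme blank; many of its hits are not listed in these tables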
# Numbers without * were called inactive; . = no result given; [ ] = another dose, or the depositor's remark.
SMILES,Wee1 degr inh,FXIIa inh 1536,Runt-SMMHC FRET,Hck Nef HTS,KLK5 inh,Runt-CBFb FRET,thrombin 1536,14-3-3 Bad PPI,FXIa inh 1536
CC(C)CC(NC(=O)C1CCC(C)CC1)C(=O)Nc1ccc2c(c1)OCCO2 (centres undefined),3.9,12.4,5.0,-0.2,-32.7,0.1,-5.6,2.4,5.0
O=C(Nc1ccccc1)c1c(F)c(F)c(F)c(F)c1F,0.1,17.8,-2.2,1.4,-7.9,1.5,5.2,0.8,0.3
NC(=O)CSc1cn(Cc2ccccc2)c2ccccc12,-1.3,3.5,0.7,28.4,-1.9,-2.5,-8.0,-10.1,-2.5
O=C(COc1ccc(Cl)cc1)NCc1nnc2c3ccccc3c(-c3ccccc3)nn12,0.8,8.6,-7.1,1.5,15.2,-5.8,-3.0,-5.2,1.4
CC(C)Cc1cc(C(=O)Nc2cccc(O)c2)no1,-1.8,1.8,-1.2,-15.3,-0.9,3.5,-10.3,0.3,-1.6
Cc1ccccc1N(CC(=O)NCCSCc1ccco1)S(C)(=O)=O,-1.5,19.5,-0.9,-0.9,-3.7,-2.2,2.5,-7.1,3.2
Cn1c(SCC(=O)Nc2ccccc2)nnc1-c1ccc(NC(=O)CCc2ccccc2)cc1,-0.6,5.9,-3.5,4.1,-8.3,-1.6,-0.7,-3.1,-5.0
N#Cc1c(-c2ccccc2)cc(-c2ccccc2)nc1Br,-1.1,8.9,-1.1,1.8,-15.1,-0.3,-5.5,1.2,8.3
CCOc1ccc(CC(=NCCO)C2=C(O)CC(C)(C)CC2=O)cc1OCC,5.8,15.6,-2.9,0.2,-14.6,0.7,-3.4,-14.6,4.6
CCOc1ncccc1C(=O)NCc1ccc(OC)c(OC)c1,2.6,12.6,-0.4,6.4,-10.6,1.7,0.1,0.5,7.9
COc1cccc(Nc2ccccc2C(=O)O)c1,1.7,12.9,1.1,12.7,-4.4,0.4,6.7,6.2,5.3
Cc1oc2c(c1C(=O)N1CCC(C)CC1)C(=O)c1ccccc1C2=O,-1.5,14.4,-5.7,-7.6,2.8,-1.2,0.8,-18.9[fluorescence artefact?],8.0
CC(C)(Oc1ccc(Cl)cc1)C(=O)Nc1ccncc1,0.2,2.7,-0.3,0.1,-13.0,-2.1,0.5,-1.9,-0.3
COc1ccc2nc(NC(=O)CSc3nnnn3C3CCCCC3)sc2c1,-1.6,5.6,-1.5,-0.2,4.3,-0.4,4.5,12.4,6.0
COc1ccc(OC(C)C(=O)Nc2ccccc2C(F)(F)F)cc1 (centres undefined),3.3,1.2,-1.3,2.7,-0.9,-3.6,-3.6,-5.0,1.1
CCCc1nc(SCc2cccnc2)c2c(=O)n(C)c(=O)n(C)c2n1,0.1,-10.3,0.3,28.3,1.0,-2.3,-4.0,3.2,-5.0
Cc1ccc(NC(=O)/C(C#N)=C/c2cn(CC(=O)NCc3ccco3)c3ccccc23)cc1C,-4.4,6.0,-112.2,31.5,-1.6,-96.2,-6.5,5.8,1.2
O=C(CSc1nnc2c(Cl)cc(Cl)cn12)N1CCOCC1,-1.3,17.2,1.5,0.7,-9.9,0.1,-1.0,-15.1[fluorescence artefact?],4.2
COc1cc(/C=N/Nc2ccccn2)cc(OC)c1O,-0.1,3.8,6.5,21.7,-4.8,11.4,-24.2,-6.3,4.1
c1ccc(-n2c(SCc3nc(-c4cccs4)no3)nnc2-c2ccco2)cc1,-2.4,8.1,4.6,3.3,5.4,14.6,0.2,7.5,1.2
O=C(O)c1ccc(N=Nc2c(O)[nH]c3cc(Cl)ccc23)cc1,12.1*,8.1,-36.6,-21.7,8.7,-116.2,-0.4,1.2,2.2
S=C(NC1CCCCC1)NN(c1ccccc1)c1ccccc1,-0.9,10.6,-116.2,1.7,-8.9,-0.2,-2.7,12.8,8.8
COc1ccc(S(=O)(=O)Nc2cc(C)nn2-c2ccccc2)cc1,-1.9,22.8,1.1,4.5,-6.7,0.8,4.7,30.2,2.8
CCn1c(SCC(N)=O)nnc1-c1ccco1,-1.5,17.0,0.6,0.3,-10.4,-2.5,0.2,1.2[fluorescence artefact?],2.8
COC(=O)c1cccc(N2C(=O)C(Cl)=C(N3CCOCC3)C2=O)c1,-2.3,-7.3,22.0,-1.3,-0.4,35.5,-5.4,-9.8,-6.7

# The last 3 compounds of the part before open the next one:
SMILES,Wee1 degr inh,FXIIa inh 1536,Runt-SMMHC FRET,Hck Nef HTS,KLK5 inh,Runt-CBFb FRET,thrombin 1536,14-3-3 Bad PPI,FXIa inh 1536
COc1ccc(S(=O)(=O)Nc2cc(C)nn2-c2ccccc2)cc1,-1.9,22.8,1.1,4.5,-6.7,0.8,4.7,30.2,2.8
CCn1c(SCC(N)=O)nnc1-c1ccco1,-1.5,17.0,0.6,0.3,-10.4,-2.5,0.2,1.2[fluorescence artefact?],2.8
COC(=O)c1cccc(N2C(=O)C(Cl)=C(N3CCOCC3)C2=O)c1,-2.3,-7.3,22.0,-1.3,-0.4,35.5,-5.4,-9.8,-6.7
Cc1cc(C(=O)Nn2cnnc2)cs1,-2.0,16.0,-3.4,9.2,-3.2,1.4,-0.9,-0.2[fluorescence artefact?],1.1
CCOC(=O)c1ccc(NC(=O)CC2C(=O)N(c3ccc(F)cc3)C(=O)N2CCC(C)C)cc1 (centres undefined),-0.6,12.3,-2.2,2.1,16.2,-0.4,1.7,-10.9,-1.0
C=CCn1c(SCc2ccc3c(c2)OCO3)nc2scc(-c3ccco3)c2c1=O,1.4,1.2,44.1,1.2,-26.9,36.3,-3.6,0.5,-7.6
CCCC(=O)OC(C(=O)Nc1cc(C(F)(F)F)ccc1Cl)c1ccccc1 (centres undefined),3.5,11.7,-0.8,-2.2,-12.4,-3.8,-6.3,37.3,9.4
CC(=O)C1=C(O)C(=O)N(Cc2cccnc2)C1c1ccc(C)cc1 (centres undefined),0.8,28.3,-2.1,11.5,-4.8,-2.8,-3.2,40.5,16.9
CCOC(=O)c1sc2nc(C3CC3)cc(-c3ccc(OC)cc3)c2c1N,-3.2,7.0,-21.8,17.0,-66.6,5.7,0.2,-2.5,3.6
O=C(CSc1ccccc1C(=O)NCc1ccccc1)NC12CC3CC(CC(C3)C1)C2,-0.7,-3.9,0.1,2.5,9.3,-1.3,-6.4,-4.6,-3.2
Clc1cc(Sc2ccc(Br)cc2)nnc1-c1ccccc1,-3.2,12.8,-3.1,0.2,-11.8,0.3,4.5,-15.4,4.9
Nc1nc(SCC(=O)c2cc(F)ccc2F)n[nH]1,3.8,2.8,6.9,23.8,-3.2,20.3,-6.8,-12.5,-2.7
O=P(OC1CCCCC1)(OC1CCCCC1)C(O)c1ccccc1 (centres undefined),5.1,10.6,0.1,-0.6,6.7,-0.1,0.9,9.4[fluorescence artefact?],-19.6
CCCCCCCC1(C)NC(=O)N(c2ccccc2)N1 (centres undefined),13.8*,14.0,4.4,1.3,-0.4,.,-1.2,-1.8,1.0
Cn1c(SCc2ccccn2)nc2c1c(=O)[nH]c(=O)n2C,1.9,2.8,-0.9,24.0,-2.5,0.2,-4.2,-6.5,-0.8
C/C(=N\NC(=S)Nc1ccccc1C)c1cc2ccccc2o1,6.5,15.9,0.9,23.0,-16.9,11.7,-1.2,-10.1,3.1
CCC1=C(OC(=O)N(CC)CC)N2C(=O)OC(=NCCc3c[nH]c4ccccc34)[C@]2(Cc2ccccc2)[C@H]2C1=CC[C@H]1C(=O)N(C)C(=O)[C@H]12,.,6.8,1.4,22.7,-0.1,0.0,-8.7,-10.7,-1.6
O=C(c1ccc(N2CCCCC2)c([N+](=O)[O-])c1)N(Cc1ccccc1)c1ccccn1,-2.3,11.7,-2.7,-0.4,-1.7,-4.1,0.5,-4.7,-5.7
COc1ccc(Nc2cc(C)nc3nc(C)nn23)c(OC)c1,0.2,14.1,-0.9,-2.6,-11.1,1.5,2.9,8.8,8.0
COc1ccc(CNC2=CC(=O)CC(C)(C)C2)cc1,2.1,6.4,0.7,5.1,-0.2,-2.3,-1.6,-5.2,-1.7
CCOC(=O)/C(C#N)=C/C1=C(N2CCOCC2)CC(C)(C)OC1,-2.8,11.7,6.0,13.1,2.4,1.7,-1.7,0.6,2.0
CCOC(=O)C1=C(C)N=C(/N=C/N(C)C)SC1c1ccccc1 (centres undefined),3.6,6.0,1.5,2.3,9.4,0.3,-2.0,-13.1[fluorescence artefact?],1.0
CCCCOc1ccc(/C=N/NC(=S)Nc2cc(C)ccc2C)cc1,-1.4,10.4,1.1,3.3,-14.3,-0.6,2.8,-16.9,6.0
CC(=O)c1c(C)[nH]c(C(=O)NCCc2ccccc2)c1C,2.0,14.9,-0.2,0.1,2.1,-1.2,-1.2,5.2[fluorescence artefact?],5.3
CC(C)C(=O)Nc1ccc(Cc2ccc(NC(=O)C(C)C)c(O)c2)cc1O,0.1,3.4,2.0,-0.7,-12.7,0.8,-1.4,6.1,-6.2
CCCCN(CCCC)C(=S)NC(=O)C(C)(C)C,4.3,-1.9,0.6,3.4,-12.8,-1.8,-7.8,-5.7[fluorescence artefact?],-2.0
COc1cc(NC(=O)C(Cc2ccccc2)n2cccc2)cc(OC)c1 (centres undefined),5.4,13.2,1.2,15.0,6.1,0.9,5.3,-2.4,5.4
COc1ccc(C(CCc2ccc(C)o2)NC(=O)Nc2ccc(OC)cc2OC)cc1 (centres undefined),-2.5,15.7,-10.0,1.0,0.8,-2.9,1.8,-9.4,6.2
O=C(NC(=S)N1CCCCC1)c1cccnc1,3.5,28.7,1.9,-28.9,-1.2,0.9,-0.2,-4.3,17.8
O=S(=O)(NCc1ccccc1)c1cccs1,-3.0,12.5,-0.3,-0.3,-9.3,0.3,4.3,-6.5,-7.6
COc1ccc(/C=N/NC(=O)c2ccc(Br)cc2)c(OC)c1,-2.0,7.5,0.1,6.7,16.1,0.9,0.1,2.4,3.0
COC(=O)c1cc(-c2ccc(S(=O)(=O)N3CCCC(C)C3)cc2)c(C(F)(F)F)s1 (centres undefined),0.0,6.6,-40.6,13.5,0.2,-1.3,-1.8,2.1,-7.5
O=C(NNC(=S)Nc1ccccc1)C1CC1,-0.3,12.1,-3.1,-1.4,-48.9,1.4,-2.6,-9.5,0.3

# Screening data from PubChem.
